FBPA Giardia inh: qHTS Assay for Inhibitors of Fructose-1,6-bisphosphate Aldolase from Giardia Lamblia | purified Giardia FBPA | Potency, µM (highest dose often 59.6 µM), without a hit: at the highest dose activity, negative = inhibition, most hits filed as inhibitors | 290,000 tested, 0.71% active | AID 2451, 2010; also: potency is read from the fitted curve at half-maximal effect; nearly all actives have a fitted effect of over 55% in size
Target sequence (A8B2U2 whole entry, looked up): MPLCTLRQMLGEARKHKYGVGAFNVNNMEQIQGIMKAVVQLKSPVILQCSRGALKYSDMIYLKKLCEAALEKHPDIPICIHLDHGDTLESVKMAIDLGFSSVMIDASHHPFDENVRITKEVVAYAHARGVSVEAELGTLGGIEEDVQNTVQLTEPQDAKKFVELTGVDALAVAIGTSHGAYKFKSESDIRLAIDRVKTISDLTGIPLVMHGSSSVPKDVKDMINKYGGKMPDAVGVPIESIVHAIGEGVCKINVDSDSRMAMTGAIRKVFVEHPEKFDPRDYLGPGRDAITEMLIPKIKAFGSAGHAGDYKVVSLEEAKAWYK
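Giardia FBPA (40 nM reagent) was preincubated 10 min at RT with compound (up to 57.5 uM final), then substrate plus GAPDH/TPI/NAD/arsenate coupling system with diaphorase/resazurin was added; resorufin fluorescence (525/598 nm) was read after 20 min.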
AmpC detergent: qHTS Inhibitors of AmpC Beta-Lactamase (assay with detergent); P00811; AmpC hydrolysis of nitrocefin, absorbance 480 nm, 0.01% Triton; Potency, µM (series often up to 114 µM), for inactives: at the highest dose activity change, negative = inhibition, usual class: inhibitors; 370,000 tested, 0.041% active; AID 485294, 2010;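 also: potency is read from the fitted curve at half-maximal effect; 0% = no-compound wells and -100% = no-enzyme wells; nearly all actives have a fitted effect of over 25% in size; some results filed as inactive show a strong effect at the top dose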
Target sequence (P00811 whole entry, looked up): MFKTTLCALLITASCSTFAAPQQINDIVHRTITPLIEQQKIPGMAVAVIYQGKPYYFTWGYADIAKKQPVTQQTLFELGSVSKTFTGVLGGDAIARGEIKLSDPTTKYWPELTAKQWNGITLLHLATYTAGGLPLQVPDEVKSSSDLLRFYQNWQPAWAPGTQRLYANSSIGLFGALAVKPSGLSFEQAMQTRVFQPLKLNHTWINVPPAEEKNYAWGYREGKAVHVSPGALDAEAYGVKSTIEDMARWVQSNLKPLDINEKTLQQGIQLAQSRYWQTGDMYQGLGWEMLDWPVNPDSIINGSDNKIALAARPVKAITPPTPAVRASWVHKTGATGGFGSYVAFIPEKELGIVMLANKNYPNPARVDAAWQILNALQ
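20 mM phosphate pH 7.0 + 0.01% (detergent screen) or 0.0001% Triton X-100; 5.3 nM AmpC reagent; cpd preinc 15 min RT; nitrocefin (800 uM stock) to start; A480 q20 s × 4 min; Activity was normalised to no-enzyme and no-compound control wells.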
HCV inh: qHTS Assay for Inhibitors of Hepatitis C Virus (HCV); Huh7.5.1 HCVcc-Cre infection, luciferase reporter, 44 h; Potency, µM (highest dose often 41.8 µM), for inactives: at the top dose activity change, negative = inhibition, actives largely listed as inhibitors; 340,000 tested, 3.4% active; AID 651820, 2012; also: potency is read from the fitted curve at half-maximal effect
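Infectious HCVcc-Cre (~0.5 moi) was added to cells just after compound, with cells seeded 4 h earlier at 1,000 per well. Luciferase activity after 44 h culture reported infection; substrate was incubated 15 min at room temperature before reading.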
HCMV inh: qHTS Assay for inhibitors of the human cytomegalovirus (HCMV). HFF cells, HCMV-luciferase reporter, 72 h; hits give low values. activity change, negative = inhibition, % at 57.5 µM. 410,000 tested, 4.5% active; in the data active = activity change below about -60%; inconclusive = no clear call, values can overlap the other calls; inactive = above about -39%
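Screen run at 2 compound doses on HFFs infected with reporter HCMV, MOI 1 PFU/cell. Luciferase activity from cell lysates at 72 h post infection gave inhibition relative to buffer-only and Salinomycin wells.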
AmpC inh no detg: qHTS Inhibitors of AmpC Beta-Lactamase (assay without detergent) | AmpC nitrocefin hydrolysis, absorbance 480 nm, 0.0001% Triton | P00811 | Potency, µM (doses to about 57.1 µM), without a hit: at the highest dose activity change, negative = inhibition, hits mostly inhibitors | 330,000 tested, 0.52% active;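 also: potency is read from the fitted curve at half-maximal effect; plate controls were no compound for no effect and no enzyme for full effect; nearly all actives have a fitted effect of over 20% in size; some results filed as inactive show a strong effect at the top dose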
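AmpC (5.3 nM in the dispensed reagent) in 20 mM phosphate pH 7.0 with 0.01% (detergent screen) or 0.0001% Triton X-100 was preincubated with compounds for 15 min at room temperature. Nitrocefin was then added from an 800 uM solution, and hydrolysis was followed at 480 nm.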
Sm TGR inh: qHTS Assay for the Inhibitors of Schistosoma Mansoni Peroxiredoxins; 360,000 tested, 3% active; AID 485364, 2010; Potency, µM (highest dose often 114 µM), for the others: top-dose activity change, negative = inhibition, actives largely listed as inhibitors; purified TGR, DTNB reduction, TNB absorbance 405 nm; also: potency is read from the fitted curve at half-maximal effect; nearly all actives have a fitted effect of over 60% in size
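Kinetic colorimetric format: TGR-catalysed, NADPH-driven DTNB reduction monitored via TNB absorbance. Enzyme dispensed at 20 nM; compound exposure 15 min at room temperature before reaction start.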
An asterisk follows results filed as active; ? = inconclusive; . = no result given; & = joins results of further samples; [ ] = dose if it differs, or a comment. Unless noted, calls follow the shape of the dose curve; as a rule, active = well fitted curve in the direction sought with a large enough effect; inconclusive = small, poorly fitted or top-dose-only effect, or another doubt; inactive = no such curve, though single readings can be large; an effect the other way counts as inactive or inconclusive. Unless noted, % is scaled to controls: 0 for no effect and ±100 for the full control effect.

Fields – AmpC detergent	AmpC inh no detg	Sm TGR inh	FBPA Giardia inh	HCMV inh	HCV inh
C=C(C)CNC(=O)CCc1nnc(Cc2cccc(C(F)(F)F)c2)o1
    1%	44%	4%[57.1 µM]	0%	34	2%
O=C(c1ccc2c(c1)OCO2)C1CCCN(Cc2cc(F)ccc2-n2cccn2)C1 (configuration not stated)
    8%	-12%	14%	3%	31	8%
O=c1cc(COc2ccccc2[N+](=O)[O-])nc2sccn12
    0%	-11%	1%	-2%	23	-22%
Fc1ccc(-c2nnc(SCc3cccnc3)o2)cc1
    2%	0%	0%	0%	-2	-1%
CC(C)c1ccc(NC(=S)NNc2ccc(Cl)c(C(=O)O)c2)cc1
    -3%	-40%	7%	-3%	74	9%
CC(=C/c1ccccc1)/C=N/NC(=O)c1ccc2nc[nH]c2c1
    -11%	-55%	-7%	8%	?	-14%
CCCCNCc1cc(OC)c(OCC(N)=O)cc1Br
    -1%	2%	-3%	1%	-10	?
CCOc1ccccc1NC(=O)CC1NCCNC1=O (configuration not stated)
    -8%	-4%	0%	3%	6	10%
O=S(=O)(c1ccccc1)c1nc(-c2ccco2)oc1NCCCN1CCOCC1
    5%	38%	28µM*	-2%	100	13%&-14%
O=C(c1cc(COc2cccc(C(F)(F)F)c2)on1)N1C[C@@H]2CCC[C@H]1C2
    -11%	112%[activator]	8%	.	-11	?
Cc1cccc(Nc2nnc(SCC3CCCCO3)s2)c1C (configuration not stated)
    3%	-7%	-12%	1%	-5	8%
O=S(=O)(/N=C(/c1ccccc1Cl)N1CCOCC1)c1ccccc1
    -13%	-9%	-24%	.	28	6%
O=C(CC1N=C2c3ccccc3N=C(SCC(=O)Nc3ccc(F)cc3)N2C1=O)NCc1ccc2c(c1)OCO2 (configuration not stated)
    3%	.	6%	.	27	.
Cc1ccc(S(=O)(=O)NCC(=O)N(c2ccccc2)C(C(=O)NCc2ccccc2)c2ccco2)cc1 (configuration not stated)
    -1%	-7%	-7%	-7%	-86*	3%
CC(C)NC(=O)COc1ccccc1C#N
    1%	-17%	-5%	3%	-12	-3%
CCc1ccc(C2NC(=S)NC3=C2C(=O)CCC3)cc1 (configuration not stated)
    4%	-10%	-3%	2%	-21	?
COc1ccc(OCc2cc(C(=O)N(C)Cc3nnc(C)o3)no2)c(Cl)c1
    ?	39%	-20%	-2%	51	5%
CCC(C)n1c(O)c(C=NCc2cccnc2)c(=O)[nH]c1=S (configuration not stated)
    -2%	14%	-1%	2%	-2	1%
Cc1csc(NC(=O)c2cccc(S(=O)(=O)N3CCCCC3)c2)n1
    1%	-20%	5%	-4%	36	-1%
CCOC(=O)c1ccc(N2NC(=O)/C(=C/c3ccc(OC(=O)c4ccco4)c(OC)c3)C2=O)cc1
    -11%	-23%	-18%	8%	-11	8%
CC(=O)c1cnc(-c2ccccc2Cl)s1
    -3%	-8%	9%	2%	-36	-11%
O=C(/C=C/c1ccco1)N1CCN(S(=O)(=O)c2ccccc2)CC1
    .	-16%	.	.	-5	5%
O=C(NCCc1ccccc1)/C(=C\c1ccccc1)NC(=O)c1ccco1
    -7%	-4%	-12%	0%	5	4%
CCCC(=O)Nc1nc(-c2ccc(OC)cc2)cs1
    5%	-10%	18%	0%	15	?
CCOC(=O)c1[nH]c2ccccc2c1NC(=O)c1ccco1
    1%	-27%	-1%	-22%	22	?
O=[N+]([O-])c1ccccc1SNc1ccccn1
    ?	-15%	2%	-8%	-2	0%
CC1=NN(C(=O)c2ccc(Cn3cc([N+](=O)[O-])cn3)cc2)C(O)(C(F)(F)F)C1 (configuration not stated)
    -15%	-52%	-14%	1%	-2	15%
O=C(CN1CCN(C2CCCCC2)CC1)NCCC1=CCCCC1
    -8%	4%	-30%	?	-28	-10%
COc1ccc(Cc2nnn(CC(=O)O)n2)cc1
    0%	-14%	-2%	16%	-2	0%
Oc1ccc(CCC2CCCCN2Cc2nc(C3CC3)no2)cc1 (configuration not stated)
    2%	1%	-7%	5%	-39	0%
O=C(C1CCN(S(=O)(=O)c2cnc[nH]2)CC1)N1CCN(c2ccc([N+](=O)[O-])cc2)CC1
    -2%	-2%	-16%	-4%	-3	18%
O=C(Nc1ncnc2sc3c(c12)CCCC3)c1ccncc1
    -13%	-5%[11.4 µM]	1%	-7%	-19	4%
COc1ccc(NC(=O)NCc2ccccn2)c(OC)c1
    7%	-6%	11%	0%	64	-15%
CCCn1c(C)cc(=O)c2cc(NC(=O)c3cnccn3)ccc21
    -10%	16%	-22%	0%	-4	2.2µM*
CCCN(Cc1ccccc1)C(=S)NC(=O)c1ccccc1[N+](=O)[O-]
    -8%	-51%	11%	-8%	-7	19%
CCOc1ccccc1NC(=O)c1nc[nH]c1C(=O)Nc1ccccc1OCC
    ?	-19%	4%	4%	.	-17%
Cc1ccc2c(C(=O)CN3CCOCC3)c(C)[nH]c2c1
    -2%	-13%	?	1%	-20	11%
O=C(c1ccccc1)N1CCN(C(=O)c2ccccc2)CC1
    ?	-7%	1%	-1%	9	6%
COC(=O)c1c(C)[nH]c(C(=O)CN(C)CC(=O)Nc2cccc(F)c2)c1C
    -7%	-5%	-5%	.	0	-20%
CC(C)Oc1ccc(CNC(=O)c2ccc3c(c2)N(C)CCS3)cc1
    10%	-28%	7%	-9%	42	-3%
O=C(/C=C/c1ccc2ccccc2c1)c1ccoc1
    -4%	31%[activator]	-5%	4%	3	-9%
O=C(NCc1noc2ccccc12)Nc1ccc(F)cc1F
    0%	.	12%	.	15	.
S=C1NC2(CCCCC2)NC12CCCCC2
    -3%	-17%	-6%	-5%	-19	2%
COc1ccc(-c2csc3nc(C(C)(C)C)oc(=O)c23)cc1OC
    -3%	21%	-11%	-1%	-26	-23%
O=C(NCc1ccc(F)cc1)C(=O)NCC1CCCN1S(=O)(=O)c1ccccc1 (configuration not stated)
    ?	?	-2%	.	17	-11%[8.37 µM]
CN(C(=O)c1cccc(C#N)c1)c1nnc(-c2ccncc2)s1
    -8%	-11%	0%	11%	-21	15%
Cc1ccc(NC(=O)COC(=O)/C=C/c2c(C)nn(-c3ccc(F)cc3)c2Cl)cc1F
    -3%	-37%	-1%	1%	17	9%
CCn1c(C)nnc1SCC(=O)Nc1cccc(Cl)c1
    -4%	-11%	-25%	4%	51	8%
COc1cc(-c2nnc(-c3cccnc3)o2)cc(OC)c1OC
    7%	-15%	5%	-1%	57	?
Cc1ccc(NC(=O)CN(C)C(=O)c2cccc(S(=O)(=O)N3CCCC3)c2)cc1
    -12%	-13%	-9%	.	-14	3%
O=C(NCCOc1ccccc1)C1CCCCC1
    ?	-5%	3%	-1%	-3	9%
O=C(CCNC(=O)C1CCN(S(=O)(=O)c2ccc(F)cc2)CC1)NCc1cccc(Cl)c1
    -1%	170%[activator]	1%	.	5	0%
Cc1cc(C(=O)Cn2nnc3ccccc3c2=O)c(C)n1Cc1cccs1
    ?	-6%	?	1%	6	-23%
CCc1c(-c2ccccc2)nc2ccccc2c1C(=O)N1CCC2(CC1)OCCO2
    2%	48%	6%	.	10	7%
CN(C)c1ccc(C(=O)NNC(=O)c2ccc(Cl)cc2)cc1
    -7%	-34%	-16%	7%	-21	-27%
COc1ccc(CCNC(=O)c2cc(-c3cc(C)cc(C)c3O)n[nH]2)cc1OC
    0%	28%	1%	-7%	?	?
COCC(C)n1c(SCC(=O)NC(=O)Nc2ccc3c(c2)OCCO3)nc2ccccc2c1=O (configuration not stated)
    -13%	2%	-3%	-9%	54	-26%&-9%
OCCN1CCN(c2cc(C(F)(F)F)nc3c(F)cccc23)CC1
    -5%	1%	12%	5%	-3	5%
CCC1Oc2ccc(Cl)cc2N(CC(=O)NCCc2ccc(Cl)cc2)C1=O (configuration not stated)
    2%	.	9%	.	-23	.
O=C(NC1CCN(Cc2ccc3ccccc3c2)CC1)c1ccccc1
    2%	-6%	0%	4%	29	?

Quoted from the listing for reference:
Fields – AmpC detergent	AmpC inh no detg	Sm TGR inh	FBPA Giardia inh	HCMV inh	HCV inh
COc1ccc(CCNC(=O)c2cc(-c3cc(C)cc(C)c3O)n[nH]2)cc1OC
    0%	28%	1%	-7%	?	?
COCC(C)n1c(SCC(=O)NC(=O)Nc2ccc3c(c2)OCCO3)nc2ccccc2c1=O (configuration not stated)
    -13%	2%	-3%	-9%	54	-26%&-9%
OCCN1CCN(c2cc(C(F)(F)F)nc3c(F)cccc23)CC1
    -5%	1%	12%	5%	-3	5%
CCC1Oc2ccc(Cl)cc2N(CC(=O)NCCc2ccc(Cl)cc2)C1=O (configuration not stated)
    2%	.	9%	.	-23	.
O=C(NC1CCN(Cc2ccc3ccccc3c2)CC1)c1ccccc1
    2%	-6%	0%	4%	29	?

(list continues)
Fields – AmpC detergent	AmpC inh no detg	Sm TGR inh	FBPA Giardia inh	HCMV inh	HCV inh
Cc1ccc(S(=O)(=O)N2[C@@H](c3ccc(C(C)(C)C)cc3)C(C(=O)O)=CC[C@H]2c2ccc(Cl)cc2)cc1
    .	30%	.	.	-14	-29%
C=CCn1c(O)c(C(C)=NCCN2CCOCC2)c(=O)[nH]c1=O
    ?	-16%	?	-8%	3	11%
CCOC(=O)NC(=O)/C(C#N)=N/Nc1c(F)cccc1F
    2%	-11%	5%	-1%	14	-2%
CC(Oc1ccccc1)C(=O)Nc1nc(-c2ccccn2)cs1 (configuration not stated)
    -4%	-19%	-12%	.	?	?
Cn1cc(Cl)c(-c2n[nH]c(=S)n2-c2ccc(F)cc2)n1
    -2%	-14%	-7%	-18%	-3	8%
Cc1ccc(S(=O)(=O)Nc2c(C(=O)O)[nH]c3ccccc23)c(C)c1
    ?	-32%	-17%	21%	58	-2%
O=C(CCC1N=C2c3ccccc3N=C(SCc3ccccc3F)N2C1=O)NCc1ccc(F)cc1 (configuration not stated)
    -1%	.	-6%	.	31	.
O=C(CSc1nnc2n1CCCN2)c1ccc([N+](=O)[O-])cc1
    -1%	-20%	?	1%	7	-9%
COC(=O)C(C)n1cnc2c(nnn2Cc2ccc(Cl)cc2)c1=O (configuration not stated)
    -2%	36%	38%[activator]	25%	6	19%
COc1ccc(C=O)cc1OC(=O)C1(C)Cc2ccccc2C(=O)O1 (configuration not stated)
    -13%	-9%	11%	5%	-34	15%
CC1Sc2ccc(S(=O)(=O)N3CCN(c4ccccc4)CC3)cc2NC1=O (configuration not stated)
    -12%	-1%	4%	.	?	?
O=C(CS(=O)(=O)c1cccc2nsnc12)Nc1cc(F)ccc1F
    4%	.	3%	.	-18	.
O=[N+]([O-])c1cc(/C=N\O)ccc1Oc1ccc(F)cc1
    3%	-22%	.	-1%	3	5%
COCCn1c(SCC(=O)NC2CCCC2)nc2cccnc21
    4%	-6%	-3%	1%	-15	0%
